Source: PubChem BioAssay (several laboratories)
ER stress rescue – rescue of cells from ER stress-induced death, primary screen, 384-well, CSM14.1, thapsigargin, ATP luminescence (AID 1222) | 190,000 tested, under 10 active | CSM14.1 thapsigargin-induced death rescue, ATP luminescence; higher % means a stronger effect | one-dose cellular ATP content (survival), % at 20 µM; EC50 in µM for titrated hits;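 active means EC50 below 50 µM in the dose-response confirmation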;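 further: death triggered by thapsigargin at about 15 µM added after 2 h compound pretreatment; cell ATP read after overnight thapsigargin exposure of roughly 18 to 22 hours; normalized against plate controls of thapsigargin alone and 5% DMSO vehicle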
Hep lipid drop – inhibitors of hepatocyte lipid droplet formation, primary screen, imaging, high-throughput imaging, BODIPY stain; AML12 mouse hepatocytes, oleate lipid droplets; inhibition, % at 6.5 µM; 240,000 compounds, 0.4% hits; AID 1656, 2009;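 active means lipid droplet intensity inhibited by at least 50%, with more than 500 cells counted; inconclusive means wells with under 300 cells, treated as cytotoxic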
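Assay system: AML12 mouse liver cells | Compound: 6.5 µM single-point dosing | Schedule: Overnight exposure | Technique: Fluorescence imaging, 20x objective, two fields per well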
P. falciparum M17LAP – P. falciparum M17LAP inhibitors, primary screen, biochemical, fluorogenic H-Leu-NHMec substrate, 1536-well (AID 1619); Leucine aminopeptidase (Plasmodium falciparum (isolate 3D7)); recombinant M17LAP, H-Leu-NHMec fluorogenic kinetic assay; higher % means a stronger effect; inhibition, % at 30 µM; hits with a dose series show IC50 in µM; 220,000 compounds, 0.38% hits;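 active means compound inhibiting the enzyme by more than half at any dose during confirmatory dose-response retesting; inconclusive means strong single-dose inhibitors picked by rank but not retested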;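 further: plate controls were full reaction with DMSO carrier for no effect and no enzyme background for full effect; strong numbers were not always called active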
Dynein transport – inhibitors of GR-EGFP nuclear translocation, primary screen, dynein cargo transport inhibitor project, imaging, high-content, 3617.4 mouse cells. test concentration mostly 20 µM; stimulated with dexamethasone, 1 µM; active compounds read low. z-score, hits read low. 220,000 compounds, 0.47% hits. AID 1381, 2008;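 active means plate z-score of nuclear minus cytoplasmic receptor signal below a set negative limit, without overly bright fluorescence or cell loss, cut at about -3.5 in these data, passing the limit was not always enough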;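 further: z-score of nuclear minus cytoplasmic ring GR-EGFP intensity difference per well; some compounds called inactive have numbers as strong as hits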
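Buffer or medium: tet-free medium with charcoal-stripped serum / Also added: dexamethasone agonist, 1.0 µM final, for 30 min / Timing: induction 48 h, compound 1 h, agonist 30 min / Measured by: high-content fluorescence imaging after fixation / Read-out: nuclear-to-cytoplasmic GR-EGFP distribution per well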
Autophagy HCS – autophagy modulators in MEF cells, primary screen, imaging, high-content, MEF GFP-LC3; MEF GFP-LC3 puncta imaging; test concentration mostly 10 µM; calls only at 10 µM (by protocol); 190,000 compounds, 0.98% hits;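 active means percentage of spot-positive cells more than 3 SD above its plate mean, without a fluorescence outlier flag or 80% toxicity; inconclusive means no clear call, values can overlap the other calls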;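 further: spot-positive cell cutoff set from DMSO-treated cells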
M1AAP inhibition – P. falciparum M1AAP inhibitors, biochemical, fluorogenic H-Leu-NHMec substrate, 1536-well (AID 1445). one-dose inhibition, % at 30 µM; IC50 in µM for titrated hits. 220,000 compounds, 0.42% hits. Aminopeptidase N (Plasmodium falciparum (isolate 3D7)). recombinant M1AAP, H-Leu-NHMec fluorogenic kinetic assay; higher % means a stronger effect;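 active means primary inhibition above the hit cutoff, then over 50% inhibition at one or more dose response concentrations, cut at about 23% in these data, passing the limit was not always enough; inconclusive means conflicting primary data, or primary hits not chosen for dose response; inactive means low primary inhibition, or under 50% at every dose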;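 further: plate controls were DMSO full reaction for no effect and no enzyme background for full effect; strong numbers were not always called active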
Insulin prom up – insulin promoter activators in MIN6 cells, imaging, high-content screening, mouse beta cells; MIN6 insulin promoter-GFP reporter; active compounds read high; z-score at 5 µM; 190,000 compounds, 0.3% hits;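 active means z-score above 3 at 5 µM with at least 500 cells counted in the well; inconclusive means wells under 500 cells, flagged as cytotoxic or low count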
MT stabilizer – microtubule stabilizers in HeLa cells, primary screen, imaging, high-content imaging; HeLa tubulin immunostaining HCS, 24 h; share of cells brighter than vehicle mean+2SD; % tubulin-high responders, % at 10 µM; 200,000 compounds, 0.83% hits; AID 2205, 2009;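 active means plate Z-score above 3 for both tubulin-high and condensed-nucleus cell shares, with cell loss under 80%, at 10 µM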;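 further: anti alpha tubulin signal scored within the nucleus-defined area of each cell; some results filed as inactive read as strong as hits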
Yfh1-off respiration – enhancers of respiration in Yfh1-depleted yeast, dose response, Friedreich's ataxia, plus single-dose screen (AID 1465); one-dose fold induction at 50 µM; EC50 in µM for titrated hits; 220,000 compounds, 0.074% hits; S. cerevisiae Yfh1-off respiration, WST-1 reduction, 72 h; higher fold induction means a stronger effect;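 active means fold induction of absorbance versus untreated yeast above a set limit, then at least 30% activation at any dose in follow-up; inconclusive means repeats straddling the limit, or above it without dose testing; inactive means fold induction below the set limit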;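 further: activators that raise dye reduction in frataxin-depleted yeast; strong numbers were not always called active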
Dynein transport cytoplasmic EGFP – further read-out of Dynein transport, marked with its call; z-score; measured here: cytoplasmic GR-EGFP intensity; active compounds read high
Dynein transport nuclear GR-EGFP – further read-out of Dynein transport, marked with its call; z-score; measured here: nuclear GR-EGFP intensity;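 lower value marks the stronger effect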
Dynein transport cell count – second read-out of Dynein transport, no call of its own (marks repeat the call); z-score; measured here: cell count per field
Insulin prom up cell count – second read-out of Insulin prom up, no call of its own (marks repeat the call); cell count; measured here: cytotoxicity, nuclei count;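 total cells summed across four imaged fields per well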
Hep lipid drop cells 6.5 µM – further read-out of Hep lipid drop, marked with its call; cell count; measured here: cell count, cytotoxicity flag;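 cells counted across two imaged fields per well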
MT stabilizer Hoechst-high % – recorded beside MT stabilizer, whose call it bears; % Hoechst-high responders; measured here: nuclear condensation Hoechst responders;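 share of cells brighter than vehicle mean plus two SD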
MT stabilizer cytotoxicity % – recorded beside MT stabilizer, whose call it bears; toxicity, %; measured here: cytotoxicity by cell density;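 0% = mean cell density of plate MIN control wells and 100% = no cells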
Autophagy HCS cell loss 18 h – recorded beside Autophagy HCS, whose call it bears; toxicity, %; measured here: cell loss, nuclei count;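 cell loss after 18 h compound exposure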
* marks the source's active call; other numbers are inactive results; i = inactive; ? = inconclusive; . = not tested or not shown.

SMILES	ER stress rescue	Hep lipid drop	Hep lipid drop cells 6.5 µM	P. falciparum M17LAP	Dynein transport	Dynein transport cytoplasmic EGFP	Dynein transport nuclear GR-EGFP	Dynein transport cell count	Autophagy HCS	Autophagy HCS cell loss 18 h	M1AAP inhibition	Insulin prom up	Insulin prom up cell count	MT stabilizer	MT stabilizer Hoechst-high %	MT stabilizer cytotoxicity %	Yfh1-off respiration
O=C(O)c1cc(S(=O)(=O)N2CCOCC2)ccc1N1CCCCC1	-0.4%	0	703	12%	0.58	-0.28	0.66	-0.97	i	-3	6%	0.88	1255	2.3	4.2	4.8	i
ONC(=Nc1ccccc1)c1ccc(Cl)cc1	-2.0%	-17	670	-4%	.	.	.	.	i	4	-4%	-0.02	1907	1.8	0.9	0.3	i
CC1CCCC(C)N1NC(=S)Nc1ccc(OC(F)F)cc1 (centres undefined)	-2.5%	0	739	17%	0.98	0.34	0.86	-1.4	i	-12	4%	.	.	2.9	3.7	10	i
CCC(C(=O)Nc1ccc(C(=O)N2CCCC2)cc1)c1ccccc1 (centres undefined)	-2.5%	2	767	-12%	1.1	-0.22	0.39	-0.72	i	3	3%	-0.12	1241	5.8	1.2	12	i
CCCCC1=CC2=CC(=O)C(C)(OC(=O)CC)C(=O)C2=CN1Cc1ccco1 (centres undefined)	.	-48	544	4%	0.7	-0.76	0.42	-0.56	.	.	4%	?	.	.	.	.	i
Cc1cc(C)cc(NC(=O)c2cnn(-c3ccccc3)c2C2CCNCC2)c1	.	-9	694	-10%	0.86	-0.13	0.48	-0.094	i	13	-5%	1	1112	3.2	2.4	12	i
O=C(CCN1C(=O)c2cccc3cccc(c23)C1=O)NCC1CCCO1 (centres undefined)	.	0	720	2%	-0.27	-0.25	0.71	0.11	.	.	14%	1.1	940	.	.	.	i
CC(C)(C)NC(=O)CN(Cc1ccc(F)cc1)C(=O)Cn1nnc(-c2ccc(F)cc2)n1	1.4%	14	718	3%	-0.52	-0.29	-0.13	0.79	i	7	7%	-0.12	1283	2.7	2.5	9.0	i
CN(C)c1ccc(NS(=O)(=O)c2cccc(Cl)c2)cc1	4.9%	2	643	5%	-0.12	-0.31	-0.19	0.64	i	-5	4%	.	.	3.1	3.6	6.6	i
Cc1cc(C)c(OCC(=O)N(Cc2ccc(N(C)C)cc2)C2CCS(=O)(=O)C2)c(C)c1 (centres undefined)	.	7	740	13%	-0.63	-0.25	-0.31	0.34	.	.	0%	-0.32	1148	.	.	.	i
Cc1csc(SC(C)C(=O)Nc2ccc3c(c2)OCCO3)n1 (centres undefined)	-1.2%	-1	701	14%	0.65	-0.17	0.5	0.17	i	-2	-2%	0.05	1271	4.9	2.9	7.9	i
Cc1ccc(C(=O)NC2CCS(=O)(=O)C2)cc1S(=O)(=O)N1CCCCC1 (centres undefined)	-2.3%	-30	753	-3%	-0.25	-0.2	-0.28	1.2	i	-3	1%	0.35	1278	3.8	2.3	1.8	i
C=CCn1c(CNC(=O)c2cccs2)n[nH]c1=S	-2.4%	-2	695	32%	-0.19	-0.22	-0.12	0.37	i	14	2%	0.22	1252	1.8	2.6	2.0	i
COC(=O)c1cc(NC(=O)CCc2c(C)nc3ncnn3c2C)cc(C(=O)OC)c1	-2.3%	.	.	-9%	0.52	-0.2	0.077	-0.25	i	2	-3%	-0.68	1474	2.3	1.7	8.7	i
CO/N=C/C1C(=O)NN=C1c1ccccc1 (centres undefined)	-1.8%	4	661	-4%	0.61	-0.15	0.61	-0.15	i	2	-1%	-0.06	1283	4.7	1.9	9.0	i
O=C(COC(=O)CCCSc1nc2ccccc2[nH]1)Nc1cccc(F)c1	-3.6%	-13	630	9%	-0.47	-0.29	-0.51	0.69	i	-3	13%	-0.23	1550	6.0	2.7	6.7	i
Cc1cccc(N2CCN(C(=O)Cc3cn(C)c4ccccc34)CC2)c1C	-0.7%	-36	843	-5%	-0.68	-0.089	-0.5	0.82	i	3	11%	2.9	577	29	11	35	i
CCOCCCNC(=S)N1CCCC(c2nc3ccc(C)cc3[nH]2)C1 (centres undefined)	0.3%	-1	743	-1%	0.96	0.17	0.76	-0.51	i	-2	4%	.	.	1.9	1.5	5.9	i
CCCCCC(=O)N1CCN(CCN=CC2=C(O)CC(c3ccc(OC)cc3)CC2=O)CC1 (centres undefined)	-3.4%	2	674	6%	-0.84	-0.32	-0.05	-0.035	i	8	5%	0.84	1280	4.3	3.1	5.3	i
CC(C)(C)NC(=O)C(=O)NN=C1CCCCCCC1	.	0	693	1%	0.6	-0.32	0.21	-0.057	i	-20	0%	0.35	1297	4.5	2.8	2.0	i
O=[N+]([O-])c1ccc(N2CCN(C(=S)Nc3ccc(F)cc3F)CC2)cc1	1.1%	11	675	1%	-0.51	0.69	0.24	-0.0049	i	29	9%	0.06	1479	2.5	1.3	0.8	i
CC(=O)c1cccc(-n2nnnc2SCC(=O)Nc2ccccc2N2CCCCC2)c1	1.9%	5	779	15%	-0.39	-0.24	0.14	0.52	i	7	16%	-0.28	924	3.1	2.8	13	i
CC12CCC(C(=O)Nc3nc4ccccc4s3)(OC1=O)C2(C)C (centres undefined)	-0.8%	-1	689	13%	-0.54	-0.093	-0.38	-0.13	i	0	1%	.	.	1.6	2.2	5.8	i
COc1ccc(CCNc2oc(COc3ccc(Br)cc3)nc2C#N)cc1OC	0.0%	.	.	9%	-0.88	-0.29	-0.5	0.64	i	6	9%	-0.26	960	6.8	1.7	6.3	i
COCCNCCOc1ccccc1-c1ccccc1	1.0%	-4	750	16%	0.97	-0.13	1	-0.041	i	-4	-6%	-0.24	872	0.8	2.0	6.7	i
COc1ccc(N2CCN(C(=O)Cn3cncn3)CC2)cc1	0.1%	-2	666	4%	0.35	-0.38	-0.41	-0.48	i	-3	-10%	-0.01	1312	1.4	3.3	3.1	i
COc1ccc(Nc2nc(NCc3ccco3)nc(N/N=C/c3ccccc3)n2)cc1	-2.2%	.	.	10%	0.041	-0.22	-0.3	1.3	i	12	8%	1.7	1190	2.5	1.6	7.3	i
CN(C)S(=O)(=O)c1cccc(NC(=O)CN2C(=O)NC(Cc3c[nH]c4ccccc34)C2=O)c1 (centres undefined)	3.0%	14	704	-9%	0.43	-0.23	0.25	0.83	i	3	3%	-0.46	1366	2.5	1.0	10	i
CCc1ccc(N2CC(C(=O)NCc3ccc4c(c3)OCO4)CC2=O)cc1 (centres undefined)	0.0%	.	.	2%	-0.61	-0.35	-0.27	-0.18	i	14	-2%	-0.25	1219	1.7	1.4	5.6	i
c1coc(-c2nc3nc4ccccc4nc3n2CC2CCCO2)c1 (centres undefined)	-1.1%	-37	753	-442%	0.35	-0.00034	0.53	-0.54	i	-1	26%*	0.55	915	1.0	1.2	7.9	.
COC(=O)c1ccccc1NC(=O)C(C)c1ccc([N+](=O)[O-])cc1 (centres undefined)	4.0%	-10	683	-1%	-0.6	-0.15	-0.18	0.61	i	24	-1%	-1.2	1495	1.3	1.6	3.8	i
Cc1ccccc1-c1cc(C(=O)Nc2nc3c(s2)CCCC3)c2ccccc2n1	-1.0%	.	.	-7%	-0.15	-0.19	0.46	-0.011	i	-25	4%	-0.26	1428	2.6	2.2	11	i
Cc1nc(CCNS(=O)(=O)c2cccs2)cs1	.	-13	650	-3%	-0.11	-0.22	-0.064	0.93	i	2	6%	-0.89	1193	2.6	1.4	5.5	i
O=C1c2ccccc2S(=O)(=O)c2cc(C(=O)N(c3ccccn3)c3ccccn3)ccc21	2.5%	-6	601	1%	0.66	-0.088	0.63	-1	i	15	5%	0.26	1550	3.2	1.9	8.0	i
COC(=O)CSc1nc2ccc(C)cc2cc1C#N	0.1%	18	749	-6%	-0.11	-0.25	0.061	0.71	i	13	7%	0.04	1212	3.3	1.7	3.6	i
Cc1cc(-c2ccccc2)c(C#N)c(SCC(N)=O)n1	0.4%	.	.	-11%	4.4	-0.095	2	-1.9	i	-10	3%	.	.	3.5	2.8	0.4	i
CCC(=O)N1CCc2cc(S(=O)(=O)NCCCN3CCN(Cc4ccccc4)CC3)ccc21	1.0%	-24	766	3%	-0.16	0.076	0.58	0.37	i	35	-3%	0.85	893	2.7	1.0	5.9	.
